Compound activity (PubChem)
TDP1 cell noCPT: qHTS for Inhibitors of human tyrosyl-DNA phosphodiesterase 1 (TDP1): qHTS in cells in absence of CPT | hit rate 15% among 420,000 | DT40 Tdp1-/- hTDP1 cells, no CPT, ATP luminescence, 48 h | Potency, µM (doses to about 46.2 µM), for the others: top-dose activity change, negative = growth inhibition, hits mostly inhibitors; note: nearly all actives have a fitted effect of over 55% in size
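Chicken DT40 Tdp1-/- cells complemented with human TDP1, screened without camptothecin (DMSO vehicle only), 400 cells/well. Compounds pin-transferred, cells incubated at 37 °C for at least 48 hr. Growth read as ATP-dependent luminescence (CellTiter-Glo, 30 min at RT).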
N370S GC mod: inhibits or activates N370S mutant glucocerebrosidase | P04062 | N370S GC spleen homogenate, 4MU-glucoside fluorescence | Potency, µM (top dose mostly 59.4 µM), inactives show top-dose activity change, negative = inhibition, usual class: inhibitors | hit rate 0.092% among 330,000 | AID 2101;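 note: 0% = full enzyme activity and -100% = no enzyme basal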
TDP1 block: blocks human tyrosyl-DNA phosphodiesterase 1. Potency, µM (highest dose often 130 µM), inactives show top-dose activity change, negative = inhibition, most hits filed as inhibitors. hit rate 0.28% among 350,000. recombinant TDP1, AlphaScreen DNA substrate cleavage; note: nearly all actives have a fitted effect of over 40% in size
Target sequence (Q9NUW8 whole entry, looked up): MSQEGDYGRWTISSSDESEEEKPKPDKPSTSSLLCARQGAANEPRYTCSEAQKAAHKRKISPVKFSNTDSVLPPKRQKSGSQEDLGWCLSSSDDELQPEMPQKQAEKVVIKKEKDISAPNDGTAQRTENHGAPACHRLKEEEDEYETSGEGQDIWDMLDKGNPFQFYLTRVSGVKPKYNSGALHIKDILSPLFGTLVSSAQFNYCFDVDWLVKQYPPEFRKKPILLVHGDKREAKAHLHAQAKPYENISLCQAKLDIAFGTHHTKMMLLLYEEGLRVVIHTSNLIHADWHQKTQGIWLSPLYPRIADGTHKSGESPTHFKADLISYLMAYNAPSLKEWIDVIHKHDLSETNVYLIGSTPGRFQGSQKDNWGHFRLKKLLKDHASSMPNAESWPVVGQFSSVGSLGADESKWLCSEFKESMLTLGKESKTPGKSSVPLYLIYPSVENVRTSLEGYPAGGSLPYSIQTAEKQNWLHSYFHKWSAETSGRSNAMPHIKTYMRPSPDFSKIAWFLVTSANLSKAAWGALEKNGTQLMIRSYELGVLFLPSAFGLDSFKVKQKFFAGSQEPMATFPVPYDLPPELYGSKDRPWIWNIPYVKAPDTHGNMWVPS
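Signal: AlphaScreen proximity between streptavidin donor and anti-FITC acceptor beads on intact substrate. Reaction: Tdp1 1 nM, substrate 15 nM final, 5 min RT after 15 min compound preincubation.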
* = called active by the depositor; & = joins results of further samples; [ ] = another dose, or the depositor's remark. Calls come from the whole dose curve; as a rule, active = well fitted curve in the direction sought with a large enough effect; inconclusive = small, poorly fitted or top-dose-only effect, or another doubt; inactive = no such curve, though single readings can be large; an effect the other way counts as inactive or inconclusive. Unless noted, % is set by controls: 0 for no effect and ±100 for the full control effect; potency is the fitted concentration of half-maximal effect.

What do the screens show for `c1ccc2c(NC3CC3)nc(-c3ccoc3)nc2c1`?
TDP1 cell noCPT: inconclusive; N370S GC mod: inconclusive

Results for COc1ccc(CN2C(=O)NC3(CCOc4ccccc43)C2=O)cc1F (stereo not given) ?
TDP1 cell noCPT: -24%; N370S GC mod: -5%; TDP1 block: -4%

How did O=C(COc1cc(O)c2c(=O)cc(-c3ccccc3)oc2c1)c1ccccc1 do in these assays?
TDP1 cell noCPT: inconclusive; N370S GC mod: 3%; TDP1 block: 1%

What do the screens show for `CCCCN1Cc2c(nc3cc(-c4ccco4)[nH]n3c2=O)C1=O`?
TDP1 cell noCPT: -4%; N370S GC mod: 5%; TDP1 block: 0%

Results for COC(=O)c1sccc1-c1ccc(C(=O)Nc2ccccc2)o1 ?
TDP1 cell noCPT: inconclusive; N370S GC mod: 18%; TDP1 block: 4%

What do the screens show for `Cc1c(NC(=O)c2cc(-n3cnnc3)ccc2Cl)cccc1-c1nc2ccccc2s1`?
TDP1 cell noCPT: inconclusive; N370S GC mod: -5%; TDP1 block: 0%

Results for CN(Cc1ccco1)S(=O)(=O)c1nnc(NC(=O)c2ccccc2Cl)s1 ?
TDP1 cell noCPT: inconclusive; N370S GC mod: 0%; TDP1 block: 4%&5%

Results for O=C(Nc1cnc(N2CCC(N3CCCCC3)CC2)c(C(=O)O)c1)c1ccc(Br)cc1 ?
TDP1 cell noCPT: -9%; TDP1 block: -14%

Results for O=C(Nc1cccc(Oc2ccc3c(c2)C(=O)NC3=O)c1)c1ccco1 ?
TDP1 cell noCPT: -6%; N370S GC mod: -4%; TDP1 block: 3%

How did Cc1nc(SCC(=O)Nc2cccc(S(=O)(=O)N3CCOCC3)c2)nc(C)c1C do in these assays?
TDP1 cell noCPT: inconclusive; TDP1 block: 1%

What do the screens show for `Cc1nc(C)c(-c2ccnc(/N=C/NO)n2)s1`?
TDP1 cell noCPT: -17%; N370S GC mod: -8%; TDP1 block: 1%

What do the screens show for `O=C(CSc1nnc2ccccn12)c1ccc(Cl)cc1`?
TDP1 cell noCPT: -3%; N370S GC mod: -21%; TDP1 block: -6%

How did COCc1c(C(=O)OC)nnn1-c1ccc(C(F)(F)F)cc1[N+](=O)[O-] do in these assays?
TDP1 cell noCPT: -10%; N370S GC mod: 10%; TDP1 block: 6%

Results for Cc1ccc(S(=O)(=O)NC(C)C(c2cccs2)N2CCN(C)CC2)cc1 (stereo not given) ?
TDP1 cell noCPT: -12%; N370S GC mod: -7%; TDP1 block: 1%

Results for COc1ccc(C(=O)Nc2ccccc2-c2ccccc2)cc1Cl ?
TDP1 cell noCPT: inconclusive; N370S GC mod: inconclusive; TDP1 block: 2%

What do the screens show for `C=CCNC(=S)NN(c1ccccc1)c1ccccc1`?
TDP1 cell noCPT: 1%; N370S GC mod: 3%; TDP1 block: 3%

Results for CC(=O)c1c(-c2ccc(Cl)cc2Cl)noc1C ?
TDP1 cell noCPT: -20%; N370S GC mod: -7%; TDP1 block: 0%

What do the screens show for `CCCCN1CC[C@@H]2C=CC[C@H](C(=O)OC)[C@@H]2C1=O`?
TDP1 cell noCPT: -5%; N370S GC mod: -6%[89.1 µM]; TDP1 block: 1%[56.1 µM]

What do the screens show for `CC(C)OC(=O)NC(c1ccccc1)C(Cl)(Cl)Cl` (stereo not given)?
TDP1 cell noCPT: -25%; N370S GC mod: 14%; TDP1 block: 0%

How did CCc1ccccc1NC(=S)NC1CC2CCCC(C1)N2Cc1cccs1 (stereo not given) do in these assays?
TDP1 cell noCPT: inconclusive; N370S GC mod: 0%; TDP1 block: 6%

Quoted at random: 5 compounds from above
Results for CN(Cc1ccco1)S(=O)(=O)c1nnc(NC(=O)c2ccccc2Cl)s1 ?
TDP1 cell noCPT: inconclusive; N370S GC mod: 0%; TDP1 block: 4%&5%

Results for O=C(Nc1cnc(N2CCC(N3CCCCC3)CC2)c(C(=O)O)c1)c1ccc(Br)cc1 ?
TDP1 cell noCPT: -9%; TDP1 block: -14%

What do the screens show for `Cc1nc(C)c(-c2ccnc(/N=C/NO)n2)s1`?
TDP1 cell noCPT: -17%; N370S GC mod: -8%; TDP1 block: 1%

How did O=C(COc1cc(O)c2c(=O)cc(-c3ccccc3)oc2c1)c1ccccc1 do in these assays?
TDP1 cell noCPT: inconclusive; N370S GC mod: 3%; TDP1 block: 1%

Results for CC(=O)c1c(-c2ccc(Cl)cc2Cl)noc1C ?
TDP1 cell noCPT: -20%; N370S GC mod: -7%; TDP1 block: 0%

Back to the main list; the two compounds before the break are reprinted first.
What do the screens show for `CC(C)OC(=O)NC(c1ccccc1)C(Cl)(Cl)Cl` (stereo not given)?
TDP1 cell noCPT: -25%; N370S GC mod: 14%; TDP1 block: 0%

How did CCc1ccccc1NC(=S)NC1CC2CCCC(C1)N2Cc1cccs1 (stereo not given) do in these assays?
TDP1 cell noCPT: inconclusive; N370S GC mod: 0%; TDP1 block: 6%

How did Cc1cc(=O)[nH]c(SCC(=O)N2CCCC2)n1 do in these assays?
TDP1 cell noCPT: 4%; TDP1 block: 0%

How did CC1CCN(C(=O)Cn2cc(SCc3ccccc3)c3ccccc32)CC1 do in these assays?
TDP1 cell noCPT: 16µM*; TDP1 block: 3%

What do the screens show for `CC(C)Cn1c(=O)c2ccccc2n2c(CCC(=O)Nc3cccc(Cl)c3)nnc12`?
TDP1 cell noCPT: 16µM*; TDP1 block: -2%

What do the screens show for `Cc1ccc(S(=O)(=O)N2CCN(Cc3cccc(C)c3O)CC2)cc1`?
TDP1 cell noCPT: inconclusive; N370S GC mod: 3%; TDP1 block: -8%[56.1 µM]

Results for CC(C)C(NC(=O)c1c(F)cccc1F)C(=O)NCC(c1ccccc1)N(C)C (stereo not given) ?
TDP1 cell noCPT: 8%; N370S GC mod: -1%; TDP1 block: 0%

What do the screens show for `O=C(O)c1cccc(NS(=O)(=O)c2ccc(S(=O)(=O)N3CCOCC3)cc2)c1`?
TDP1 cell noCPT: 3%; N370S GC mod: 0%; TDP1 block: 6%

How did Cc1ccc2oc(-c3ccc(C)c(NC(=O)/C=C/c4ccco4)c3)nc2c1 do in these assays?
TDP1 cell noCPT: -24%; TDP1 block: -7%

What do the screens show for `O=C(NCCc1ccccc1Cl)c1cc2ccccn2n1`?
TDP1 cell noCPT: inconclusive; TDP1 block: 3%

Results for O=C(NNC(=O)c1nn(-c2ccc(F)cc2)ccc1=O)c1ccc(Cl)cc1 ?
TDP1 cell noCPT: -27%; N370S GC mod: 5%; TDP1 block: 6%

How did CC1(C(=O)Oc2ccccc2)Cc2ccccc2C(=O)O1 (stereo not given) do in these assays?
TDP1 cell noCPT: -15%; N370S GC mod: -2%; TDP1 block: 3%

Results for Cc1ccc2c(CC(=O)Nc3ccc(F)c(S(=O)(=O)N4CCOCC4)c3)coc2c1 ?
TDP1 cell noCPT: inconclusive; TDP1 block: 0%

Results for Cc1onc(-c2c(Cl)cccc2Cl)c1C(=O)Nc1ccc2c(c1)OCO2 ?
TDP1 cell noCPT: -23%; N370S GC mod: -8%; TDP1 block: 5%

How did O=C(Nc1nnc(-c2ccc3c(c2)OCCO3)o1)c1ccc(Cc2ccccc2)cc1 do in these assays?
TDP1 cell noCPT: inconclusive; N370S GC mod: 1%; TDP1 block: 9%

What do the screens show for `O=C(C1CCN(S(=O)(=O)c2cccc3nsnc23)CC1)N1CCN(c2ccccc2F)CC1`?
TDP1 cell noCPT: inconclusive; N370S GC mod: 3%; TDP1 block: 0%

Results for c1ccc(NCc2nnc3n2CCCCC3)cc1 ?
TDP1 cell noCPT: 1%; N370S GC mod: 0%[2.35 µM]; TDP1 block: 1%

Results for CC(=O)Nc1c(O)n(C)c2ccccc12 ?
TDP1 cell noCPT: -12%; N370S GC mod: -1%; TDP1 block: 3%

How did CC(=O)N1CCN(C2=NC(=O)C(=C3CCCCC3)S2)CC1 do in these assays?
TDP1 cell noCPT: -18%; N370S GC mod: 3%; TDP1 block: 0%

Results for O=C(O)c1ccccc1-c1c2cc(I)c(=O)c(I)c-2oc2c(I)c(O)c(I)cc12 ?
TDP1 cell noCPT: inconclusive; N370S GC mod: -5%; TDP1 block: 22%

How did Cc1cc(=O)n(CC(=O)Nc2cc(Cl)ccc2C)c(C(C)C)n1 do in these assays?
TDP1 cell noCPT: -27%; N370S GC mod: 4%; TDP1 block: -2%

How did CSc1ccc(C(=O)Nc2ccc(-c3nc4ccccc4s3)c(O)c2)cc1 do in these assays?
TDP1 cell noCPT: inconclusive; TDP1 block: 7%

What do the screens show for `CC1(C)OC2C(CO)OC(n3cnc4c(=O)[nH]cnc43)C2O1` (stereo not given)?
TDP1 cell noCPT: 13%; N370S GC mod: 6%; TDP1 block: 12%[56.1 µM]

Results for O=C(CSc1nc2ccccc2nc1N1CCOCC1)N1CCN(c2ccccc2)CC1 ?
TDP1 cell noCPT: 12µM*; N370S GC mod: 23%

What do the screens show for `CC(C)c1nnc(NC(=O)C2CCN(c3nc4ccccc4s3)CC2)s1`?
TDP1 cell noCPT: -10%; N370S GC mod: -13%; TDP1 block: 8%

Results for CCCCN(C1CCS(=O)(=O)C1)S(=O)(=O)c1cc(C)ccc1C (stereo not given) ?
TDP1 cell noCPT: -26%; N370S GC mod: -2%; TDP1 block: -1%

What do the screens show for `CC(C)(CNC(=O)c1cc2c(s1)CCCC2)N1CCOCC1`?
TDP1 cell noCPT: -7%; N370S GC mod: -12%; TDP1 block: -1%

How did Cc1ccccc1CN1CCNC(=O)C1CC(=O)N(C)CCC1CCOCC1 (stereo not given) do in these assays?
TDP1 cell noCPT: 2%; N370S GC mod: 2%; TDP1 block: 2%

What do the screens show for `Nc1cccc(C(F)(F)F)c1`?
N370S GC mod: -7%; TDP1 block: 8%

What do the screens show for `CNC(=O)/C=C1\NC(C)(C)Cc2ccccc21`?
TDP1 cell noCPT: -16%; N370S GC mod: 12%; TDP1 block: 2%

How did CN(CC(=O)Nc1ccc(F)cc1)C(=O)c1cccc(NS(=O)(=O)c2ccccc2)c1 do in these assays?
TDP1 cell noCPT: 2%; TDP1 block: 2%

What do the screens show for `O=C(CSc1nnc(-c2ccccn2)n1Cc1ccco1)Nc1ccc2c(c1)OCO2`?
TDP1 cell noCPT: -21%; N370S GC mod: 12%; TDP1 block: 2%

What do the screens show for `CCCCN(c1ccccc1)S(=O)(=O)N(C)C`?
TDP1 cell noCPT: -13%; N370S GC mod: 2%; TDP1 block: 5%

How did CCc1ccccc1NC(=O)CCS(=O)(=O)c1ccc(OC)cc1 do in these assays?
TDP1 cell noCPT: -3%; N370S GC mod: -9%

What do the screens show for `COc1ccc(N2CCN(C(=O)c3oc4ccccc4c3NC(=O)Cc3cccc(OC)c3)CC2)cc1`?
TDP1 cell noCPT: inconclusive; N370S GC mod: 2%; TDP1 block: 10%

What do the screens show for `CCCCC/C=C/C1=CC(=O)C[C@H](c2ccc3c(c2)OCO3)C1`?
TDP1 cell noCPT: -22%; TDP1 block: -8%

How did Nc1nnnn1/N=C/c1cc(Cl)ccc1O do in these assays?
TDP1 cell noCPT: -2%; N370S GC mod: -15%

How did COc1ccc(/C=C(\C#N)C(=O)OCC(=O)Nc2ccc(-c3nc4ccc(C)cc4s3)cc2)cc1 do in these assays?
TDP1 cell noCPT: -4%; N370S GC mod: 3%; TDP1 block: -4%

Results for C#CCOC(=O)/C(=C/c1ccc(F)cc1)NC(C)=O ?
TDP1 cell noCPT: -4%; N370S GC mod: 25%; TDP1 block: -1%

How did CCOC(=O)c1ccc(N(C(=O)c2ccco2)C(C(=O)NC2CCCC2)c2ccncc2)cc1 (stereo not given) do in these assays?
TDP1 cell noCPT: inconclusive; N370S GC mod: -3%; TDP1 block: 11%

How did Cc1cccn2c(=O)nc(SCC(=O)Nc3cccc4ccccc34)nc12 do in these assays?
TDP1 cell noCPT: -8%; N370S GC mod: -4%; TDP1 block: -9%

What do the screens show for `COc1ccc2c(Cl)c(C(=O)NN3CCN(C)CC3)sc2c1`?
TDP1 cell noCPT: inconclusive; N370S GC mod: 8%; TDP1 block: -5%

How did Cc1ccc(-n2nc(CC#N)c(C#N)c2N)cc1 do in these assays?
TDP1 cell noCPT: -20%; N370S GC mod: 3%; TDP1 block: 3%

How did Cc1ccsc1/C=C1\SC(N2CCOCC2)=NC1=O do in these assays?
TDP1 cell noCPT: inconclusive; N370S GC mod: -7%; TDP1 block: 4%

What do the screens show for `Cn1cccc1C(=O)NCC(c1ccc(F)cc1)N1CCOCC1` (stereo not given)?
TDP1 cell noCPT: 6%; N370S GC mod: 1%; TDP1 block: 4%

How did O=C(COc1ccc([N+](=O)[O-])cc1)N(Cc1cccs1)C1CCS(=O)(=O)C1 (stereo not given) do in these assays?
TDP1 cell noCPT: 4%; N370S GC mod: -5%; TDP1 block: 2%

Results for COc1ccc(S(=O)(=O)N2CCCC(C(=O)N3CCN(C)CC3)C2)cc1Cl (stereo not given) ?
TDP1 cell noCPT: -22%; N370S GC mod: 3%; TDP1 block: 0%

What do the screens show for `O=C(Cc1ccccc1)N/N=C/c1cc(Br)cc(Cl)c1O`?
TDP1 cell noCPT: 2.3µM*; N370S GC mod: -2%; TDP1 block: 11%

Results for COC(=O)C1=CN(Cc2ccccc2)C=C(C(=O)OC)C1c1cc(F)ccc1F ?
TDP1 cell noCPT: inconclusive; N370S GC mod: inconclusive

These rows are one share of the data (hit frequency here may not be typical).
